# Assay outcomes as filed in PubChem BioAssay.
# HTR5A inv ag – counter-screen for OPRM1-OPRD1 inverse agonists: human HTR5A inverse agonism. HTR5A cell line, luminescence. inhibition, % at 9.3 µM. 340,000 tested, 0.083% active; in the data active = inhibition mostly above about 23%, no sharp cut-off; inactive = mostly below about 18%;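 also: 0% = cells with DMSO and 100% = no-cell wells with DMSO; some compounds called inactive have numbers as strong as hits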
# MOR-DOR inv ag – inverse agonist of human OPRM1-OPRD1 heterodimerization; P35372+P41143; 340,000 tested, 0.21% active; cell-based MOR-DOR heterodimer luminescence, inverse agonism; inhibition, % at 9.3 µM; in the data active = inhibition above about 22%, passing the limit was not always enough;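 also: 0% = cells with DMSO and 100% = wells without cells with DMSO; values of inactives mirror those of a sister screen read the other way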
# Pemphigus Ab inh – inhibitors of pemphigus antibody binding to human desmoglein-3; AID 588358; P32926; binding (percent of control), % at 10 µM; 310,000 tested, 0.48% active; DSG3-coupled beads, scFv-anti-DSG3-GFP binding, flow cytometry; stronger effect = lower value;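 active = binding more than 3 SD below its plate's average and above zero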;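 also: hits lower antibody fragment binding to DSG3; some compounds called inactive have numbers as strong as hits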
# Target sequence (P32926 whole entry, looked up, the tested form may be a part): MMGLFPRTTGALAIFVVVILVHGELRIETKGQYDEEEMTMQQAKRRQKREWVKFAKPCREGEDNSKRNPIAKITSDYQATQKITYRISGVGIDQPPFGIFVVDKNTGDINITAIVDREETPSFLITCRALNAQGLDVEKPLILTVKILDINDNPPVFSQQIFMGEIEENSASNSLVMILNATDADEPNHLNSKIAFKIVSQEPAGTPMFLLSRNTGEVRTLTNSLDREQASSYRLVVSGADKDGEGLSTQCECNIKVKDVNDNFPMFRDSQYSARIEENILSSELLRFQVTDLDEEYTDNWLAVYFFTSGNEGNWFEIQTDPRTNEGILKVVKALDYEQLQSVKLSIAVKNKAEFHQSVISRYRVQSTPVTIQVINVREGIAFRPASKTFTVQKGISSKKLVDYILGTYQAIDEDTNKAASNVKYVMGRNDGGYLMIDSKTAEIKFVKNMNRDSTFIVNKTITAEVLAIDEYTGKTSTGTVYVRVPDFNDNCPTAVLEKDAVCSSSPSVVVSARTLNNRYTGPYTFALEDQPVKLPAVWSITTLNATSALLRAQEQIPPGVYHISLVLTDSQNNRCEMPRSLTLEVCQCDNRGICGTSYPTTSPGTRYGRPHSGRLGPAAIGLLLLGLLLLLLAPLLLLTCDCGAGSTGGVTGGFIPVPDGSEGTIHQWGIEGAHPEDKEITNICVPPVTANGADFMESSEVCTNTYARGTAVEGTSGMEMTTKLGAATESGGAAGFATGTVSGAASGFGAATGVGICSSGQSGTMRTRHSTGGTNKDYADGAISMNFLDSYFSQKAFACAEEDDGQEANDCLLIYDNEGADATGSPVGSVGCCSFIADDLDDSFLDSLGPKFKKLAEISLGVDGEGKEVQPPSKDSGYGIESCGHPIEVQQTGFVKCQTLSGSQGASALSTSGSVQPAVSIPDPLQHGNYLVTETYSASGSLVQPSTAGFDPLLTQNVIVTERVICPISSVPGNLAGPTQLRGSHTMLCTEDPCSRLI
# AddAB inh – less growth of phage-infected E. coli with AddAB | E. coli expressing H. pylori AddAB, absorbance growth | AID 435030 | 330,000 tested, 0.29% active | inhibition, % at 11.9 µM; in the data active = inhibition above about 12%;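 also: 0% = vehicle wells of infected cells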
# OPRM1-OPRD1 ag – agonists of human mu-delta opioid receptor heterodimerization; cells, OPRM1-OPRD1 heterodimerization, luminescence; 340,000 tested, 0.3% active; activation, % at 9.3 µM; in the data active = activation above about 18%;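 also: 0% = vehicle-treated cells and 100% = reference agonist; values of inactives mirror those of a sister screen read the other way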
# SUMO Mot1 rescue – blocks SUMOylation pathway, rescuing yeast Mot1-301 growth; S. cerevisiae Mot1-301 growth rescue, ATP luminescence, 38.5C; percent above DMSO median, 100 means doubled; growth rescue, % at 18.8 µM; 320,000 tested, 1% active;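 active = every valid replicate shows activation above 250% relative to neutral control wells; inactive = the rest, any valid replicate at or below 250%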;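 also: OY570 slx delta 5 strain wells were the positive control but not used for scaling; some compounds called inactive have numbers as strong as hits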
# PKA-R1A activ – PKA-R1A complex activation | P00514+P68181 | PKA-R1A dissociation, Cy5-IP20 fluorescence polarization; scaled: DMSO 0%, 113 µM cGMP 100% | activation, % at 11.4 µM | 340,000 tested, 0.083% active | AID 504707;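 active = percent activation above the mean of all tested compounds plus 3 SD, cut at about 19% in these data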;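 also: higher means more PKAc released from R1A so a rise in polarization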
# phage Ecoli inh – E. coli growth loss with phage present; 360,000 tested, 0.26% active; growth absorbance; inhibition, % at 11.9 µM; AID 651602; in the data active = inhibition above about 11%
# HTR5A ag ctr – counter-screen for OPRM1-OPRD1 agonists: human HTR5A agonism; P47898; HTR5A agonist assay, luminescence, cell-based; activation, % at 9.3 µM; 340,000 tested, 0.61% active; in the data active = activation mostly above about 9.5%, no sharp cut-off; inactive = mostly below about 7.6%;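 also: 0% = cells with vehicle only and 100% = reference agonist; strong numbers were not always called active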
# Ecoli viability – reduces bacterial viability in AddAB counter-screen; E. coli V3065 growth, OD600 absorbance, 18 h; inhibition, % at 11.9 µM; 330,000 tested, 0.27% active;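 active = inhibition above the campaign's mean inhibition across all tested compounds plus 3 SD, cut at about 9.9% in these data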;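 also: uninfected addAB+ strain grown without phage in ampicillin broth; 0% = DMSO wells and 100% = ciprofloxacin 0.95 µg/ml wells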
# PfHsp90 yeast 2 – growth inhibition of yeast expressing Plasmodium Hsp90 | S. cerevisiae expressing PfHsp90, BacTiter-Glo ATP, 48 h; yeast lacking PDR1 and PDR3 efflux regulators | inhibition, % at 9.4 µM | 310,000 tested, 0.32% active | AID 504621;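 active = every replicate shows inhibition above about 80%, whatever the replicate mean, limit read from the data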;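 also: 0% = DMSO neutral controls and 100% = 20 µM radicicol positive controls; yeast relying on Plasmodium falciparum Hsp90 in place of its own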
# * hit, by the source's call; i = inactive; / = no result given.
SMILES,HTR5A inv ag,MOR-DOR inv ag,Pemphigus Ab inh,AddAB inh,OPRM1-OPRD1 ag,SUMO Mot1 rescue,PKA-R1A activ,phage Ecoli inh,HTR5A ag ctr,Ecoli viability,PfHsp90 yeast 2
NS(=O)(=O)c1ccc(N2CCNCC2)cc1,-3,23,105,0.8,-4.8,13,-9,0.2,-15,-2.4,-21
Cc1ccc(/C=C2\C(=O)NC(=O)N(CCc3ccc(F)cc3)C2=O)o1,-9,-13,90,2.3,1.8,-20,6,2.4,3,-0.7,/
Cc1ccsc1C(=O)C1CCCN(CCO)C1 (centres undefined),-12,-21,103,2.1,4.2,9,-9,6.4,5,2.0,5
O=C1NC(=O)C(=Cc2ccc(N3CCN(C(=O)c4ccccc4)CC3)c([N+](=O)[O-])c2)C(=O)N1,-30,-33,105,-0.5,4.8,9,-9,5.0,7,-2.3,-7
COc1cccc(NP2(=O)OCC(C)([N+](=O)[O-])CO2)c1 (centres undefined),-20,10,96,/,-2.2,/,16,0.9,5,/,10
CC(C)C[C@H]1C(=O)N2CCC[C@H]2[C@]2(O)O[C@](NC(=O)[C@@H]3C=C4c5cccc6[nH]cc(c56)C[C@H]4N(C)C3)(C(C)C)C(=O)N12,-58,-41,95,-0.4,7.5,271,-15,/,16,-4.8,4
O=[N+]([O-])c1cccc(CCl)c1,-4,9,103,1.0,-1.8,15,7,/,1,-0.7,9
COC(=O)C1=C(c2cccc(C#N)c2)C[C@@H]2CC[C@H]1N2C(=O)NCC1CC1,-5,4,91,1.3,-0.7,-1,6,-0.6,1,0.0,-9
CCOc1ccc(N2C(=O)NC(=O)/C(=C\c3ccccc3[N+](=O)[O-])C2=O)cc1,0,5,111,-2.9,-0.9,-9,12,1.8,6,-0.5,22
COc1ccc2c(c1)c(C(=O)O)c(C)n2CC(C)C,0,14,106,3.7,-2.4,-8,5,0.9,1,-0.4,-14
COc1nc2ccccc2c(=O)n1-c1ccc(C)cc1,-19,-24,100,-0.8,4.0,64,-3,-0.7,7,0.6,2
Cc1ccc(O)c(C(=O)c2cc(C(=O)NCc3ccccc3)c(=O)n(Cc3ccccc3)c2)c1,-3,-7,87,2.6,1.4,71,-10,4.0,-2,2.4,-5
O=C(O)CCn1cc(C=C2C(=O)NC(=S)NC2=O)c(-c2cccc(Cl)c2)n1,28,7,95,2.4,-1.2,-28,-5,1.3,-4,-0.9,-8
C=CCC1(Nc2ccccc2)CC(C)N(C)CC1C (centres undefined),/,/,111,0.8,/,5,-7,1.6,/,-0.2,3
O=C(c1cc(F)ccc1F)C1CCCN(Cc2cccc(Cl)c2)C1 (centres undefined),5,-25,109,0.0,5.0,/,-2,2.8,-4,0.4,4
CCC(=O)c1ccc(OC)c(OC)c1,9,13,104,3.5,-2.4,1,-3,1.6,5,0.5,-3
COc1cc2c(cc1OC)C(C(=O)N(C)C1CCCCC1)C1CCCCN1C2=O (centres undefined),-5,14,110,0.2,-2.7,-11,-5,3.5,-2,-1.6,/
O=C1NCCN2CCCC12 (centres undefined),5,14,106,1.4,-2.5,42,2,1.4,-1,0.4,-28
COc1ccc(-c2nn(CCC#N)cc2C(=O)NCc2ccccc2)cc1,17,-2,99,-2.0,0.3,4,1,1.7,-5,-2.1,0
O=C(O)COc1ccccc1/C=C1\C(=O)NC(=O)N(CCC2=CCCCC2)C1=O,3,13,89,-1.8,-2.5,-2,-9,-1.5,-1,-3.1,26
O=C(NCC(c1cccnc1)N1CCN(c2ccccc2F)CC1)Oc1ccccc1 (centres undefined),3,14,106,0.4,-2.5,63,1,2.6,6,-1.4,6
Cc1cccnc1-n1c(CN2C(=O)c3ccccc3C2=O)nc2ccccc2c1=O,-3,10,100,2.8,-1.7,-29,0,1.6,-1,0.6,7
CC(C)=CCc1c(O)cc2c(c1O)C(=O)CC(c1ccc(O)cc1)O2 (centres undefined),27,-52,109,1.5,9.4,32,-10,3.5,-4,0.2,59
O=C(c1cc(C(=O)NCc2ccccc2)c(=O)n(Cc2ccccc2)c1)c1cc(Br)ccc1O,-19,-24,81,3.1,3.6,254,-5,3.6,0,0.9,-7
Cc1nn(Cc2ccccc2Cl)c(Cl)c1C(=O)OCC(=O)NC(=O)NC1CCCCC1,-16,-31,107,2.1,5.8,14,3,-2.2,5,-2.3,-11
O=C(c1cn(Cc2ccccc2F)c2ncccc12)C(F)(F)F,-12,-3,96,0.2,0.7,-23,-10,4.1,3,-1.6,-1
CC1=CC(=O)C2=C(C)CC(O)C3C(C)C(=O)OC3C12 (centres undefined),-4,7,90,0.9,-1.4,-17,5,2.6,1,1.8,-7
O=C(COc1ccc(Cl)cc1)N(c1ccccc1Cl)C1CN2CCC1CC2 (centres undefined),2,8,/,0.4,-1.7,0,-8,-0.1,-5,-1.2,14
CN(c1ccccc1)c1ccc([N+](=O)[O-])c2nonc12,-8,-20,99,-2.8,4.2,283,-7,1.4,2,0.1,-24
CCCC(C)n1[nH]c(=O)c2c1NC(=O)CSC2c1ccc(OC)c(OC)c1 (centres undefined),4,16,96,0.1,-3.2,-11,-4,3.1,-2,-0.2,6
CCOc1cc2c(cc1OCC)-n1cccc1C(c1ccc(C(C)C)cc1)NC2 (centres undefined),4,-11,115,4.0,2.5,-20,2,6.5,-1,1.3,1
Cc1ncc(CN2CCCC(C(=O)c3cccc(OC(C)C)c3)C2)s1 (centres undefined),-6,-14,107,-0.1,1.9,295*,-1,2.9,4,-2.3,5
c1ccc(CCN2CCCCC2)nc1,1,14,122,/,-2.6,/,2,4.4,0,/,-2
O=c1c2ccccc2nc(-c2ccccc2)n1-c1ccc(O)cc1,2,15,102,1.0,-2.9,0,0,3.5,-1,1.3,20
O=C(Nc1cccnc1)c1c(O)c2c(n(Cc3ccccc3)c1=O)CCCC2,22,9,100,-1.3,-1.6,6,-10,0.7,-6,-1.7,3
O=C1NC(=O)C(Sc2ccccc2[N+](=O)[O-])C(=O)N1,5,0,/,3.8,-0.1,20,-2,-3.9,-2,1.9,-1
COCCNC(=O)CN1C2CCC1CC(O)(c1cccnc1)C2 (centres undefined),9,10,118,1.8,-2.1,i,2,0.8,-2,-3.4,17
O=C1CC(=O)N(c2cccc(F)c2)C(=O)N1,-9,5,101,4.8,-1.0,-10,7,1.6,3,-2.6,15
CN1CC(C(=O)c2ccc(F)cc2)C(c2ccc(F)cc2)C1 (centres undefined),-7,10,105,0.9,-2.0,-13,-5,-0.5,2,-3.8,-3
CCCCn1c(O)c(C(CC)=Nc2ccc(OCC)cc2)c(=O)[nH]c1=O,7,-15,99,0.4,3.0,-45,3,3.6,-3,-0.2,9
COC(=O)C1=C(c2cccc(OCc3ccccc3)c2)C[C@@H]2CC[C@H]1N2C(=O)NCc1cccc(F)c1,10,8,101,-0.1,-1.3,87,2,1.7,-3,-1.1,-3
COc1cccc(OC)c1C1=NCC(=O)Nc2c1oc1ccc(Br)cc21,-19,9,98,-0.4,-1.6,16,17,2.8,7,-0.9,5
Cc1ccc(S(=O)(=O)CC(=O)c2cc(C)c(OC(=O)N(C)C)c(C)c2)cc1,-2,-4,109,1.3,0.7,-9,5,5.0,1,-1.6,9
CC(C)Cc1nc(N2CCNCC2)c(C#N)c2c1CCC2,/,/,116,-3.0,/,1,/,2.2,/,-0.6,/
CC1=C(C)CC2(C(=O)NC(=O)NC2=O)C(C)C1 (centres undefined),5,12,95,/,-2.4,/,5,2.5,-1,/,7
CSc1nc(N)c(N=Nc2ccc([As](=O)(O)O)cc2)c(=O)[nH]1,0,7,111,-1.7,-1.4,366,-3,-0.1,0,-2.7,23
CN(C)C(=O)Oc1ccc(OC(=O)N(C)C)cc1,-13,-5,103,-0.3,0.8,/,-10,-0.3,-10,0.0,34
NC(Cc1ccccc1)c1nc(-c2ccccc2)no1 (centres undefined),5,7,104,-0.8,-1.3,-19,-3,1.1,-2,0.0,-10
O=C1C2CCCN2C(c2cccnc2)N1c1cccc(Cl)c1 (centres undefined),12,7,100,4.8,-1.2,12,-5,-0.4,-5,2.3,25
CN(C)CC(C(=O)Cc1ccccc1)c1ccccc1 (centres undefined),19,9,93,/,-1.6,/,2,-0.2,-5,/,/
NC(=S)N/N=C/c1coc2ccccc2c1=O,4,10,101,3.0,-2.0,/,-7,3.6,-1,-0.3,-12
CC(Cc1ccccc1)NC(=O)C(c1ccc(N)cc1)c1ccc(N)cc1 (centres undefined),2,10,129,-3.8,-2.0,2,2,2.1,-1,-2.5,-11
O=c1c2ccccc2nc(/C=C\c2ccccc2[N+](=O)[O-])n1-c1ccccc1O,-6,5,93,2.2,-0.8,4,-11,1.3,2,-0.8,0
COC(=O)C1=C(c2ccc(F)cc2OCc2ccccc2)C[C@@H]2CC[C@H]1N2C(=O)NCc1cc(C)oc1C(F)(F)F,13,11,100,2.0,-1.9,3,-4,/,1,1.4,-23
CC1CN(c2ccc([N+](=O)[O-])cc2Cl)CCN1 (centres undefined),15,-6,106,-0.2,1.3,-9,1,5.4,-6,-2.6,-14
CC[N+]12CCC(CC1)C(=C(c1ccccc1)c1ccccc1)C2,9,6,103,0.0,-1.1,-6,-4,0.7,-3,0.5,-4
C=CCn1cc(C=C2C(=O)N(C)C(=O)N(C)C2=O)c2ccccc21,9,9,91,0.4,-1.6,0,-4,0.4,-2,-0.2,-2
COC(=O)C1=C(c2cccc(OCc3ccccc3)c2)C[C@@H]2CC[C@H]1N2C(=O)NCCc1ccc(F)cc1,-6,9,/,0.9,-1.6,-7,-4,4.1,3,-2.5,-18
CC(C(N)=O)N1CC(c2ccc(Cl)cc2)CC1=O (centres undefined),-17,6,111,3.5,-1.0,7,-7,4.4,3,-0.4,14
Cc1ccc(-c2nc(N3CCOCC3)s[n+]2-c2ccccc2)cc1,5,8,87,-2.1,-1.6,28,1,1.9,-1,-2.5,17
COc1ccc(C(c2ccc(OC)cc2)C(Cl)(Cl)Cl)cc1,3,-13,106,0.8,2.4,127,1,-0.1,-1,0.0,-2
CCC(C)(C)n1nnnc1CN1CCC(n2c(C)nc3cc(C(F)(F)F)ccc32)CC1,/,/,105,1.7,/,-7,-12,3.1,/,0.5,2

# 3 compounds drawn at random from those above, as already listed:
SMILES,HTR5A inv ag,MOR-DOR inv ag,Pemphigus Ab inh,AddAB inh,OPRM1-OPRD1 ag,SUMO Mot1 rescue,PKA-R1A activ,phage Ecoli inh,HTR5A ag ctr,Ecoli viability,PfHsp90 yeast 2
O=C1CC(=O)N(c2cccc(F)c2)C(=O)N1,-9,5,101,4.8,-1.0,-10,7,1.6,3,-2.6,15
COCCNC(=O)CN1C2CCC1CC(O)(c1cccnc1)C2 (centres undefined),9,10,118,1.8,-2.1,i,2,0.8,-2,-3.4,17
O=C(COc1ccc(Cl)cc1)N(c1ccccc1Cl)C1CN2CCC1CC2 (centres undefined),2,8,/,0.4,-1.7,0,-8,-0.1,-5,-1.2,14

# An excerpt (hit frequency here may not be typical).
